Screens (PubChem)
Anthrax LF inh2: anthrax lethal factor protease inhibition; P15917; multiplex microsphere protease cleavage assay, LF; inhibition, % at 10 µM; actives 0.12% (n = 360,000); AID 588501; further: plate controls were buffer without enzyme for full effect and enzyme alone for no effect
Y pestis TopoI: inhibitors of Yersinia pestis topoisomerase I. actives 0.064% (n = 360,000). Y. pestis Topo-I cleavage product accumulation, plate reader. activity, % at 10 µM; in the data active means activity above about 50%, passing the limit was not always enough; inconclusive means no clear call, values can overlap the other calls; further: inactives centre near 2
PfHsp40 rescue: restores yeast growth despite PfHsp40 toxicity; actives 0.68% (n = 340,000); growth rescue, % at 12.5 µM; S. cerevisiae expressing PfHsp40, growth rescue, ATP luminescence; in the data active means growth rescue above about 28%, passing the limit was not always enough; inconclusive means no clear call, values can overlap the other calls;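 further: yeast W303a lacking pdr1 and pdr3 grown in galactose medium; growth measured after three days at 30 °C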
FadD28 binding: M. tuberculosis FadD28 bisubstrate binding inhibition; AID 588549; FadD28 bisubstrate probe binding, fluorescence polarization; actives 0.22% (n = 360,000); inhibition, % at 12.5 µM; in the data active means inhibition above about 8.5%, passing the limit was not always enough; inconclusive means no clear call, values can overlap the other calls
BoNT A protease: inhibitors of Botulinum neurotoxin A light chain protease; multiplex microsphere protease substrate cleavage, flow cytometry; inhibition, % at 10 µM; actives 0.17% (n = 360,000); further: plate controls were buffer without enzyme for full effect and enzyme alone for no effect
CCHF vOTU inh: blocks the CCHF virus ovarian tumor domain protease | inhibition, % at 11.5 µM | CCHFV vOTU protease, Pep-AMC fluorescence | actives 0.55% (n = 370,000); in the data active means inhibition above about 30%; further: 0% = vehicle wells with enzyme and 100% = no enzyme wells
TcdB inh: inhibitors of Clostridioides difficile toxin B glycohydrolase. inhibition, % at 9.99 µM. AID 652162. TcdB glycohydrolase enzymatic assay, plate reader. P18177. actives 0.24% (n = 350,000); in the data active means inhibition above about 10%
PrPC surface inh: inhibitors of human cell surface prion protein PrPC; TR-FRET read-out; actives 0.43% (n = 370,000); AID 720596; P04156; inhibition, % at 13.8 µM; in the data active means inhibition above about 24%; further: 0% = median of the test wells and 100% = reference compound wells
BoNT-F LC inh: BoNT F light chain protease inhibition; Multiplex microsphere protease cleavage assay, flow cytometry; inhibition, % at 10 µM; actives 0.22% (n = 360,000); AID 588497; in the data active means inhibition above about 35%, passing the limit was not always enough; inconclusive means no clear call, values can overlap the other calls; further: plate controls were buffer without enzyme for full effect and enzyme alone for no effect
Active calls of the source: *; ? = inconclusive; . = no result given; & = joins results of further samples. Unless noted, no stated cut-off is given here; in the data, active means inhibition above about 30%; inconclusive means no clear call, values can overlap the other calls; inactive means below that.

smiles	Anthrax LF inh2	Y pestis TopoI	PfHsp40 rescue	FadD28 binding	BoNT A protease	CCHF vOTU inh	TcdB inh	PrPC surface inh	BoNT-F LC inh
CC1(C)CC(=O)C=C(c2ccc(COC(=O)c3ccccc3)cc2)C1=O	-1	10	.	-1.4	0.5	14	-0.1	-8	-5
COc1cc(C2NC(=O)NC(C)=C2C(=O)OC(C)(C)C)ccc1OCC(N)=O (stereo not drawn)	2	3	1.2	-2.7	?	6	.	4	-8
Cc1ccccc1Cn1cc(NC(=O)c2cc(-c3cccs3)on2)cn1	0	-4	0.0	-0.3	-1.2	1	.	14	-13
O=C(CSc1nnc(Cc2ccccc2)n1-c1ccccc1)NNC(=O)Cc1ccccc1	3	7	0.5	?	1.6	3	.	-3	2
Cc1c(Cl)c(-c2n[nH]c(=S)n2CC(C)C)nn1C	-6	-7	0.0	0.6	-3.2	0	1.2	-1	-8
O=C(C[C@H]1C/C=C\CCC(=O)O[C@@H](c2ccccc2)CNC1=O)NCCO	-6	46	-1.7	-0.6	-0.2	-3	-1.6	2	-1
Cc1cc(C(=O)NCC(=O)Nc2c(C)cccc2C)c2ccccc2n1	-3	7	3.2	0.4	2.6	-3	0.3	-10	3
COc1ccc(Cl)cc1NC(=O)C/C(C)=N/NC(=O)c1ccc(O)cc1	-9	3	3.9	-5.2	1.0	-4	0.4	10	-3
COc1ccc(C(CC(=O)NCCN2CCOCC2)NS(=O)(=O)c2ccc(C)cc2)cc1 (stereo not drawn)	-5	3	-1.3	-1.1	0.6	-22	0.6	-5	10
CC(=O)c1ccccc1Oc1ncnc(N)c1[N+](=O)[O-]	4	5	1.9	1.0	-1.3	-6	0.4	-2	6
O=c1cc(N2CCc3ccccc3C2)[nH]c(=O)n1-c1ccccc1Cl	-5	5	-0.8	-1.4	-0.3	-3	0.8	-2	0
CC(C)C(=O)N1CCN(c2ccccc2NC(=O)c2cccc3ccccc23)CC1	?	34	14	-3.9	?	9	1.2	1	?
Cc1ccc(-c2nnc3n2CCCCC3)cc1	-2	-3	0.9	-2.8	-0.9	6	.	-2	-9
CC[C@@H](CO)NC(=O)[C@@H]1C=C2c3cccc4c3c(cn4C)C[C@H]2N(C)C1	-7&-15	-1&0	-1.8&-1.3	-2.4&0.6	0.3&1.1	5&9	0.4&-0.5	-72&-50	-16&-23
CCOC(=O)N1CCC(N(CCN(C)C)C(=S)Nc2cccc(OC)c2)CC1	0	8	4.0	-3.4	-0.6	7	0.4	12	0

New compounds follow
smiles	Anthrax LF inh2	Y pestis TopoI	PfHsp40 rescue	FadD28 binding	BoNT A protease	CCHF vOTU inh	TcdB inh	PrPC surface inh	BoNT-F LC inh
Cc1onc(-c2ccccc2)c1C(=O)N1CCN(S(=O)(=O)c2ccc3c(c2)OCCO3)CC1	-12	-12	1.4	-0.9	-0.7	-19	.	0	-3
CN(C(=O)c1cccc(C#N)c1)c1nnc(C2CCOC2)s1 (stereo not drawn)	0	4	0.0	-3.1	0.1	9	.	7	-7
O=C(NCc1ccc2c(c1)OCO2)c1c(-c2ccsc2)sc2ccccc12	1	29	?	-1.9	0.3	-5	0.4	-7	-7
CCOC(=O)C1(C)CCCN(C(=O)c2cccs2)C1 (stereo not drawn)	3	1	.	-1.6	-0.3	-6	-0.2	4	-1
COc1ccc(C(=O)N2N=C(c3ccccc3)CC2(O)C(F)(F)F)cc1 (stereo not drawn)	-8	7	5.9	-1.2	-2.2	18	0.3	-8	-11
COc1ccc(O)c(C(=O)c2cc(C#N)c(=O)n(-c3c(C)n(C)n(-c4ccccc4)c3=O)c2)c1	-4	0	-0.7	-2.2	-0.4	12	.	-7	6
COCCCn1c(=O)/c(=C/c2ccccc2OC(F)F)s/c1=C(\C#N)C(=O)NCCOC	-17	1	6.4	-1.0	0.2	4	0.9	-4	6
CCC(C)NS(=O)(=O)c1ccc(OCC(=O)Nc2ccc3c(c2)OCO3)cc1 (stereo not drawn)	-6	1	1.0	-2.5	-0.4	12	.	15	1
Cc1cccc(C)c1NC(=O)C[N+](C)(C)CC(O)COc1cccc2ccccc12 (stereo not drawn)	-6	-18	0.2	3.7	0.4	12	0.4	-5	3
Cn1c(SCc2cccc(F)c2)nnc1-c1ccncc1	4	0	-1.5	.	-3.7	3	0.1	0	15
CC(C)(C)C1COc2ccccc2N1C(=O)c1cccc(Cl)c1 (stereo not drawn)	1	-6	21	-2.2	-0.2	14	0.3	-5	2
CCOC(=O)CSc1nnc(CNC(=O)c2cccs2)n1-c1cccc(C)c1	-5	-1	0.3	-2.6	-1.7	-8	.	0	-6
CC(=O)NS(=O)(=O)c1ccc(NC(=S)NC(=O)C(C)(C)C)cc1	-1	3	0.5	0.9	-3.9	-11	.	6	-5
CN(C(=O)CCc1nnc(Cc2ccc(-c3ccccc3)cc2)o1)C1CCOCC1	-5	44	-1.0	-1.3	-0.7	4	1.9	-1	-5
O=C(Nc1cccc(Cl)c1)Nc1nnc(CC2=CCCCC2)s1	-1	11	-1.1	-4.7	-0.2	-6	0.3	0	-1

Next part.
smiles	Anthrax LF inh2	Y pestis TopoI	PfHsp40 rescue	FadD28 binding	BoNT A protease	CCHF vOTU inh	TcdB inh	PrPC surface inh	BoNT-F LC inh
CCCCN=C1C([N+](=O)[O-])=CC=C2C1=NC1(CCCCC1)N2O	-3	-10	0.0	0.5	0.1	9	.	2	-5
CCc1nc2ccc(C(=O)NCc3cccs3)cn2c1N(CC)CCOC	0	-5	.	-0.8	-0.5	-4	1.3	2	-8
COc1cc2sc(-c3ccc(S(C)(=O)=O)cc3)c(C#CCO)c2cc1OC	-5	?	0.4	-1.9	1.5	-13	0.4	-10	0
O=c1[nH]c2ccc(S(=O)(=O)Nc3ccc(Br)cc3)cc2[nH]1	11	-7	0.4	-2.0	8.8	-2	0.4	4	18
Clc1cccc(CNCC2CCCO2)c1Cl (stereo not drawn)	20	4	-2.0	-2.1	-1.3	7	0.1	7	-22
CN(Cc1ccc(F)cc1)C(=O)CCc1nnc(-c2ccccc2)o1	4	3	0.4	-2.9	0.1	6	1.7	3	5
CCC1CN(C(=O)NCc2ccc(F)cc2)c2cc(C)ccc2O1 (stereo not drawn)	0	23	2.5	-0.7	-0.9	27	0.8	1	-2
C=CCC[C@@H](Cc1ccc(F)cc1)C(=O)OC[C@@H](Cc1c[nH]c2ccccc12)NC(=O)[C@@H](CC=C)CC(=O)N[C@H](CO)Cc1ccccc1	4	12	-1.2	-4.7	-0.1	1	1.0	0	-9
C[C@H](NC(=O)[C@@H]1Cc2ccccc2CN1C(=O)OC(C)(C)C)C(=O)NC1CCCCC1	1	5	13	-4.3	-1.0	-1	-2.5	1	4
CCn1c(CCNC(=O)c2ccc(OC)cc2)nnc1SCc1ccc(Cl)cc1Cl	0	12	2.1	-1.7	0.7	0	.	6	-2
O=C(c1ccc(COc2c(F)c(F)cc(F)c2F)o1)N1CCN(c2ccc(Cl)cc2)CC1	-6	17	0.8	-2.4	-0.5	-7	.	-1	-11
CC(C)NC(=O)N(C)C[C@H]1Oc2ccc(NC(=O)Cc3ccccc3)cc2C(=O)N([C@H](C)CO)C[C@@H]1C	7	-11	-0.7	0.3	0.4	1	-0.6&-3.7	6	-1
O=C(CC(c1ccccc1)c1ccccc1)Nc1ncn[nH]1	-11	-3	-0.5	-3.4	-0.5	15	.	6	6
Cc1c(/C=N/NC(=O)c2cccnc2)c2ccccc2n1Cc1ccccc1	-5	28	-1.0	-4.9	-8.4	14	-0.9	3	30
O=C1CC(Nc2ccc(N3CCOCC3)cc2)C(=O)N1c1ccccc1 (stereo not drawn)	-11	-2	1.9	0.5	-0.5	.	.	.	-4

Additional entries:
smiles	Anthrax LF inh2	Y pestis TopoI	PfHsp40 rescue	FadD28 binding	BoNT A protease	CCHF vOTU inh	TcdB inh	PrPC surface inh	BoNT-F LC inh
Cc1csc(=O)n1CCC(=O)OCc1nnc(-c2ccccc2)o1	.	11	-0.4	-2.5	.	-9	0.1	8	.
CN(C(=O)c1cccc(NC(=O)Cc2ccc(NC(=O)C3CCN(S(=O)(=O)c4cccc([N+](=O)[O-])c4)CC3)cc2)c1)C1CCCCC1	-4	9	-0.2	-4.3	-0.1	-3	-0.7	-5	0
O=C(NCc1ccccc1F)C1CCCN(C(=O)Nc2ccccc2)C1 (stereo not drawn)	-3	2	-2.1	1.3	0.5	18	-4.9	7	8
CC(C)c1ccc(CN2CCN(C(=O)CSc3nnnn3C3CC3)CC2)cc1	2	20	-1.4	0.0	-0.2	12	0.7	-5	-9
CCc1cc2c(=O)[nH]c(-c3ccncc3)nc2s1	0	1	-0.7	-3.6	1.1	-12	-0.8	0	4
Cn1nc(C(C)(C)C)cc1NC(=O)C1(C)CCN1C(=O)C1(c2ccccc2)CC1 (stereo not drawn)	-1	15	.	-1.7	0.0	22	1.0	12	0
CC(=O)c1cccc(NC(=O)NCCc2c[nH]c3ccccc23)c1	-3	5	-0.9	-2.2	1.0	-2	2.2	6	?
CCCCN(C)C(=O)Cn1nc(-c2ccc(Cl)cc2)ccc1=O	8	10	0.5	0.5	-2.9	-8	0.5	-13	1
COc1ccc(C)cc1N(CC(=O)Nc1ccc(S(=O)(=O)N2CCCC2)cc1)S(C)(=O)=O	2	20	-0.3	1.5	1.1	-7	1.1	7	2
CCS(=O)(=O)N1CCC(C(=O)Nc2ccc3c(c2)CCC3)CC1	0	3	-0.2	-2.3	-1.5	-1	-0.6	-6	-1
O=C(NCCS(=O)(=O)N1CCN(c2ccccc2F)CC1)c1cc(=O)c2ccccc2o1	0	4	-1.5	0.4	0.6	-7	2.7	-10	3
COc1ccc(OC)c(S(=O)(=O)NCCOC23CC4CC(CC(C4)C2)C3)c1	-10	15	1.2	0.9	-0.2	7	1.3	-2	-11
CN(C)S(=O)(=O)c1cccc(NC(=O)c2cccc(N3C(=O)CCC3=O)c2)c1	2	-2	0.9	-2.9	-0.9	-3	1.2	2	?
CC(=O)OC[C@H]1O[C@@H](Sc2cccc3cccnc23)[C@H](OC(C)=O)[C@@H](OC(C)=O)[C@@H]1OC(C)=O	-1	8	0.6	-1.9	1.6	-26	.	3	22
COCCNC(=O)C1(C)CCCN(Cc2cc(-c3ccccc3)n(C)n2)C1 (stereo not drawn)	-5	-7	.	-2.5	-0.2	-9	0.1	-1	4
CC(C)(C)C1CCc2c(sc(N)c2C(N)=O)C1 (stereo not drawn)	-3	-1	0.9	-1.8	2.5	.	.	.	-1
